Screening data from PubChem.
HT1080-NT tox = kills 2HG-producing HT-1080-NT fibrosarcoma cells | AID 686970 | Potency, µM (series often up to 46.1 µM), without a hit: at the highest dose activity, negative = less viability, actives largely listed as cytotoxic | HT-1080-NT fibrosarcoma viability, CellTiter-Glo ATP luminescence, 48 h | 1.6% of 360,000 active;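 further: NT is the 2HG producing partner of a matched IDH1 knockdown line; potency means the concentration at half of the fitted maximal effect; 0% = DMSO-treated cells and -100% = media-only wells without cells; nearly all actives have a fitted effect of over 55% in size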
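Viability by CellTiter-Glo luminescence after 48 h compound exposure at 37C of HT-1080-NT cells (750/well, RPMI, 5% FBS). % activity scaled between DMSO wells and medium-only wells, then curve-fitted and categorized by curve class.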
GLP1R ag = GLP-1 receptor (human) agonism; P43220; HEK293 GLP-1R CRE-luciferase, luminescence, 4-6 h; cells express a hypersensitive GLP-1R form; Potency, µM (doses to about 45.6 µM), for the others: at the top dose activation, hits mostly activators; 0.007% of 380,000 active; AID 624172; further: potency means the concentration at half of the fitted maximal effect; % of control where 0% means no effect
Target sequence (P43220 whole entry, looked up): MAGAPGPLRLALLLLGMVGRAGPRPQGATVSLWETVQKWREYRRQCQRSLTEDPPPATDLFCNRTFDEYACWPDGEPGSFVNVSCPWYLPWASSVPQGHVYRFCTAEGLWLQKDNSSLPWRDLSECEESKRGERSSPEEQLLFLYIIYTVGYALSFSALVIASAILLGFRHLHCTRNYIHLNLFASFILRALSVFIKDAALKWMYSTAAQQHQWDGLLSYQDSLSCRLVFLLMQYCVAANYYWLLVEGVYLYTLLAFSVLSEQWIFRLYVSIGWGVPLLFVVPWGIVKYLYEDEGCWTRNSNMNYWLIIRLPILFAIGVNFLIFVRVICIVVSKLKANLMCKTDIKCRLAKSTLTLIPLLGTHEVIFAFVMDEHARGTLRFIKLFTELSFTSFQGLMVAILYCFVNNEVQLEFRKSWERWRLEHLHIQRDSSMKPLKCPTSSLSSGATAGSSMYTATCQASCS
DRD3 antagonist = D3 dopamine receptor (human) antagonism | D3R cells, DiscoveRx beta-arrestin luminescence, antagonist mode; hits give low values | max response, negative = inhibition, % | 2.5% of 360,000 active | AID 652054; in the data active means max response below about -50%; inconclusive means no clear call, values can overlap the other calls; further: on the % scale 0 is the no-effect control and ±100 the full control effect; mostly tested at two doses, the higher about 12 µM
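Cells plated overnight at 1500 cells/well, then exposed to library compounds with dopamine controls for 90 minutes at 37 degrees C. DiscoveRx reagent added for 30–60 minutes at room temperature; luminescence read, quantitative HTS format.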
HT1080 IDH1KD tx = toxicity to HT-1080 IDH1 knockdown cells (counter line); HT-1080 IDH1 knockdown viability, ATP luminescence, 48 h; Potency, µM (highest dose often 46.1 µM), inactives show at the top dose activity, negative = toxicity, actives largely listed as cytotoxic; 2% of 360,000 active; AID 686971;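 further: potency means the concentration at half of the fitted maximal effect; 0% = DMSO wells and -100% = cell-free medium wells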
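IDH1KD HT-1080 cells, 750/well, RPMI + 5% FBS; compound pinned after 2 h settling; 48 h, 37 °C; CellTiter-Glo luminescence; % activity normalised to DMSO and no-cell wells; curves fitted, classed by r2 and efficacy.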
KB-V1 MDR tox = kills drug-selected multidrug resistant KB-V1 cells; KB-V1 MDR cells viability, CellTiter-Glo, 72 h; Potency, µM (doses to about 46.1 µM), without a hit: at the highest dose activity change, negative = cytotoxicity, usual class: cytotoxic; 3.4% of 400,000 active; AID 1347076; further: potency means the concentration at half of the fitted maximal effect; on the % scale 0 is the no-effect control and ±100 the full control effect; nearly all actives have a fitted effect of over 60% in size
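Cytotoxicity toward P-gp-expressing KB-V1 cells was determined as loss of CellTiter-Glo luminescence after 72 h at 37 degrees C. Compounds were tested in quantitative HTS format across a concentration range, with curves fitted to normalized data.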
SW480 rerep = inducers of DNA re-replication in SW480 colon cancer cells | AID 624297 | SW480 DNA re-replication, Hoechst DNA content imaging, 48 h | Potency, µM (series often up to 46.1 µM), inactives show at the top dose re-replication activation, most hits filed as activators | 1.8% of 340,000 active; further: potency means the concentration at half of the fitted maximal effect; % of control where 0% means no effect; nearly all actives have a fitted effect of over 55% in size
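Per well, 250 cells were exposed to pinned compound for 48 hr. Nuclear DNA was visualised with Hoechst (40 min, 37 C) and total object intensity recorded by fluorescence scanning.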
DRD3 agonist = D3 dopamine receptor (human) agonism | D3R DiscoveRx beta-arrestin cells, luminescence, 90 min | P35462 | max activation, % | 0.58% of 410,000 active; in the data active means max activation above about 30%; further: 0% is about no effect; mostly tested at two doses, the higher about 12 µM
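Agonist mode: compounds and dopamine controls were applied to plated cells for 90 min at 37 degrees C after an overnight attachment at 1500 cells/well. Luminescent read-out followed 30 - 60 minutes at room temperature with DiscoveRx detection reagent.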
IL-1B inflam inh = inflammasome signaling inhibition, IL-1 beta readout | 4.7% of 360,000 active | activity change, % at 57.5 µM | THP-1 LPS/ATP IL-1B secretion, AlphaLISA, 16 h; hits give low values; in the data active means activity change below about -50%; inconclusive means mostly about -30% to -49%; further: on the % scale 0 is the no-effect control and ±100 the full control effect
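Secreted IL-1B measured by AlphaLISA bead assay after 16 h compound exposure of THP-1 cells; compounds (final up to 57.5 uM) added 1 h before LPS (250 ng/mL) and ATP (1.25 mM) stimulation; lower signal means less secretion.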
KB-3-1 tox = KB-3-1 parental cell cytotoxicity | 1.4% of 400,000 active | KB-3-1 viability, CellTiter-Glo ATP luminescence, 72 h | AID 1347075 | Potency, µM (doses to about 46.1 µM), for inactives: top-dose activity change, negative = cytotoxic, usual class: cytotoxic; further: potency means the concentration at half of the fitted maximal effect; on the % scale 0 is the no-effect control and ±100 the full control effect; nearly all actives have a fitted effect of over 60% in size
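Parental KB-3-1 adenocarcinoma cells in phenol-red-free DMEM with 10% FBS were pin-treated with compounds at several concentrations, incubated 72 h at 37 °C, and viability read by CellTiter-Glo luminescence; concentration-effect curves were fitted after normalization.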
Starred values were filed as active, the others as inactive; ? = inconclusive; / = no result given; [ ] = remark or other dose. Unless noted, the call rests on the fitted dose curve; in most records, active means well fitted curve in the direction sought with a large enough effect; inconclusive means small, poorly fitted or top-dose-only effect, or another doubt; inactive means no such curve, though single readings can be large; an effect the other way counts as inactive or inconclusive. Hits appear at their usual frequency. Share with any hit: about 12%.

SMILES | HT1080-NT tox | GLP1R ag | DRD3 antagonist | HT1080 IDH1KD tx | KB-V1 MDR tox | SW480 rerep | DRD3 agonist | IL-1B inflam inh | KB-3-1 tox
COc1ccc(Cl)cc1NC(=O)CN(C)C(=O)c1ccc(-n2cncn2)cc1 | -2% | 11% | 4 | -5% | -6% | -12% | -8 | 18 | 11%
CCN1CCN(c2ccc(NC(=O)c3cccc(S(=O)(=O)N4CCCC4)c3)cc2)CC1 | 7% | 13% | 13 | 10% | ? | 2% | -1 | 26 | 7%
CCC(=O)NC1(C(F)(F)F)C(=O)NC(C)=C1C#N (centres undefined) | 6% | 1% | 2 | 10% | 14% | -4% | 1 | -19 | 0%
CCC1=C(OC(=O)N(CC)CC)N2C(=O)OC(=NCc3ccccc3)[C@]2(C)[C@H]2C1=CC[C@H]1C(=O)N(c3ccccc3)C(=O)[C@H]12 | 6% | -1% | -7 | 0% | 4% | 3% | -12 | -4 | -11%
COc1cccc(-c2cc(=O)c3cc(NC(=O)c4ccccc4)ccc3[nH]2)c1 | 3.7µM* | -3% | -6 | 3.7µM* | 12% | 2.9µM* | -26 | 170 | 1.6µM*
Cc1ccc(S(N)(=O)=O)cc1NC(=O)/C=C/c1cccs1 | 8% | -15% | 18 | 6% | ? | 2% | 1 | 27 | 3%
COc1ccc(Oc2coc3cc(O)ccc3c2=O)cc1 | -2% | -4% | -23 | -1% | ? | -43%[inhibitor] | -9 | 13 | 7%
COCCn1c(=N)c(C(=O)NCc2ccco2)cc2c(=O)n3ccccc3nc21 | -10% | 10% | ? | ? | 4% | ? | -7 | -15 | 0%
CCOCC(=O)Nc1ccc(S(=O)(=O)Nc2nccs2)cc1 | -1% | 0% | 5 | 0% | ? | -1% | 1 | -12 | 6%
Cc1c(NC(=O)CCSCCc2ccccn2)cccc1[N+](=O)[O-] | 2% | 16% | 11 | 15% | -12% | -30%[inhibitor] | 6 | 15 | 3%

Part of the list above in order of number of heavy atoms, high to low:
SMILES | HT1080-NT tox | GLP1R ag | DRD3 antagonist | HT1080 IDH1KD tx | KB-V1 MDR tox | SW480 rerep | DRD3 agonist | IL-1B inflam inh | KB-3-1 tox
CCC1=C(OC(=O)N(CC)CC)N2C(=O)OC(=NCc3ccccc3)[C@]2(C)[C@H]2C1=CC[C@H]1C(=O)N(c3ccccc3)C(=O)[C@H]12 | 6% | -1% | -7 | 0% | 4% | 3% | -12 | -4 | -11%
COc1ccc(Cl)cc1NC(=O)CN(C)C(=O)c1ccc(-n2cncn2)cc1 | -2% | 11% | 4 | -5% | -6% | -12% | -8 | 18 | 11%
Cc1ccc(S(N)(=O)=O)cc1NC(=O)/C=C/c1cccs1 | 8% | -15% | 18 | 6% | ? | 2% | 1 | 27 | 3%

(listing goes on)
SMILES | HT1080-NT tox | GLP1R ag | DRD3 antagonist | HT1080 IDH1KD tx | KB-V1 MDR tox | SW480 rerep | DRD3 agonist | IL-1B inflam inh | KB-3-1 tox
NNC(=S)Nc1ccc(OC(F)(F)F)cc1 | 12% | 13% | ? | 8% | -1% | -10% | -5 | -11 | 0%
Cc1ccc(-n2c(SCC(N)=O)nnc2-c2ccccn2)cc1 | 7% | -10% | 21 | 14% | 2% | -2% | -1 | 20 | 0%
COc1ccc(OC(F)(F)F)cc1CC1(C)C(=O)Nc2ccc(-c3ccsc3)cc21 (centres undefined) | ? | -7% | -17 | ? | 6% | / | 9 | -7 | 0%
Cn1c(-c2ccc(F)cc2)cnc1SCC(=O)N1CCCc2ccccc21 | 9% | -4% | 0 | 5% | ? | 12% | -4 | -16 | 0%
Nc1c(C2CCCCC2)c(=O)on1C(=O)c1ccccc1 | 7% | 2% | -16 | 13% | 12% | 6% | -5 | 13 | ?
c1ccc(Cn2c[n+](Cc3ccccc3)cn2)cc1 | 2% | 6% | 10 | -1% | 10% | ? | 0 | -8 | 6%
COCCNC(=S)N/N=C/c1ccc([N+](=O)[O-])cc1 | -3% | 4% | 1 | -1% | -1% | -3% | -9 | 52 | 16%
O=C1NN=C(CSc2n[nH]c(=S)s2)CS1 | ? | -4% | -10 | 6% | ? | -7% | 1 | 32 | -16%
COc1ccc(/C=C2\CCCC3C2=NN(C(=O)CSc2n[nH]c(N)n2)C3c2ccc(OC)cc2)cc1 (centres undefined) | ? | 8% | 17 | ? | 16% | -1% | 3 | -19 | 1%
CSCCC(NC(=O)COc1ccccc1)C(=O)N1CCCCCC1 (centres undefined) | 6% | 5% | -18 | 0% | ? | -7% | -2 | -24 | -3%

One compound at a time (already shown). Screens in order: HT1080-NT tox, GLP1R ag, DRD3 antagonist, HT1080 IDH1KD tx, KB-V1 MDR tox, SW480 rerep, DRD3 agonist, IL-1B inflam inh, KB-3-1 tox
Cc1c(NC(=O)CCSCCc2ccccn2)cccc1[N+](=O)[O-] in the list: 2%, 16%, 11, 15%, -12%, -30%[inhibitor], 6, 15, 3%
Cc1ccc(-n2c(SCC(N)=O)nnc2-c2ccccn2)cc1 in the list: 7%, -10%, 21, 14%, 2%, -2%, -1, 20, 0%
COc1ccc(Oc2coc3cc(O)ccc3c2=O)cc1 in the list: -2%, -4%, -23, -1%, ?, -43%[inhibitor], -9, 13, 7%
Nc1c(C2CCCCC2)c(=O)on1C(=O)c1ccccc1 in the list: 7%, 2%, -16, 13%, 12%, 6%, -5, 13, ?
COc1ccc(OC(F)(F)F)cc1CC1(C)C(=O)Nc2ccc(-c3ccsc3)cc21 (centres undefined) in the list: ?, -7%, -17, ?, 6%, /, 9, -7, 0%
